Screens as filed in PubChem BioAssay.
NPSR antag: qHTS Assay for Antagonists of the Neuropeptide S Receptor: cAMP Signal Transduction | CHO-NPSR cells, cAMP TR-FRET, antagonist mode | 1% of 220,000 active | Potency, µM (series often up to 38.3 µM), for inactives: at the highest dose activity change, negative = inhibition, usual class: inhibitors; further: potency means the concentration at half of the fitted maximal effect; on the % scale 0 is the no-effect control and ±100 the full control effect; nearly all actives have a fitted effect of over 50% in size; many of its hits are not listed in these tables
CBFb RUNX1 block: qHTS Assay for Compounds Blocking the Interaction Between CBF-beta and RUNX1 for the Treatment of Acute Myeloid Leukemia. Runt-related transcription factor 1 (Homo sapiens) + Core-binding factor subunit beta …. AlphaScreen CBFb-His/RUNX1-biotin binding, biochemical. Potency, µM (doses to about 59.8 µM), for the others: at the highest dose activity, negative = inhibition, most hits filed as inhibitors. 230,000 tested, under 10 active; further: % of control where 0% means no effect
Target sequence (Q01196 whole entry, looked up): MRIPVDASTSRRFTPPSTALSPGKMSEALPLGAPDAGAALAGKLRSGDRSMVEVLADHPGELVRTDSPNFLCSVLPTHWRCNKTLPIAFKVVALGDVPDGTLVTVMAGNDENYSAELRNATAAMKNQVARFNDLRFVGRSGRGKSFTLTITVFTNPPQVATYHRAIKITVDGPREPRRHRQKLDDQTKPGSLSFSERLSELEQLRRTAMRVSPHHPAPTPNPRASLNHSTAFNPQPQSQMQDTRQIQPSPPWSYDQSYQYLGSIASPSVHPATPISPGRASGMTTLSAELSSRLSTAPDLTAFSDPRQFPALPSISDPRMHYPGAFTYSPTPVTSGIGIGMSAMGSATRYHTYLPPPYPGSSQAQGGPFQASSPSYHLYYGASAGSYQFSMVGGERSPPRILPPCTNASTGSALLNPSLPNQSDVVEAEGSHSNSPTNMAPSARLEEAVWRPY
Target sequence (Q13951 whole entry, looked up): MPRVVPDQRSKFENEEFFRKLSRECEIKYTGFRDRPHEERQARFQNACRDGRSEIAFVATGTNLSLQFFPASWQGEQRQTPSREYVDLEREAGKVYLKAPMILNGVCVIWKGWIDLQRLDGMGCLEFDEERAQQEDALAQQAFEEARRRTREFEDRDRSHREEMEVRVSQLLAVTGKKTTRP
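Interaction loss through any mechanism counts as activity. Pre-formed complex of His-CBF-beta and biotin-RUNX1 (30 nM apiece) is incubated with compound 15 min, then with 50 ng nickel and 50 ng streptavidin beads for 90 min before AlphaScreen detection.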
Tau FP inhib: qHTS for Inhibitors of Tau Fibril Formation, Fluorescence Polarization | Microtubule-associated protein tau (Homo sapiens), P10636 | 0.39% of 280,000 active | AID 1468, 2008 | K18 P301L tau heparin fibrillization, Alexa594 FP, 6 h | Potency, µM (highest dose often 57.7 µM), for inactives: at the highest dose activity, negative = inhibition, usual class: inhibitors; further: potency means the concentration at half of the fitted maximal effect; on the % scale 0 is the no-effect control and ±100 the full control effect; nearly all actives have a fitted effect of over 55% in size
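K18 P301L tau (15 uM unlabeled/0.24 uM Alexa 594-labeled, final) + compound + heparin 20 uM final; 100 mM NaOAc pH 7; 6 hr 37 C; ThT 30 uM final added, 1 hr RT; FP ex 555/em 632 nm.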
TRb SRC2 PPI: qHTS for Inhibitors of the Interaction of Thyroid Hormone Receptor and Steroid Receptor Coregulator 2 | Thyroid hormone receptor beta (Homo sapiens), P10828 | TRbeta-SRC2 peptide binding, fluorescence polarization; receptor liganded with 1 µM T3 | Potency, µM (highest dose often 106 µM), for inactives: at the top dose activity change, negative = inhibition, most hits filed as inhibitors | 0.065% of 280,000 active;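 further: potency means the concentration at half of the fitted maximal effect; plate controls were bound peptide for no effect and peptide without receptor for full effect; nearly all actives have a fitted effect of over 50% in size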
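Each compound concentration gave % activity, normalized to unbound and bound Texas Red SRC2 controls, from polarization read after 5 hr ambient incubation with T3-loaded human TRb LBD.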
TexasRed fluor: Total Fluorescence Counterscreen for Inhibitors of the Interaction of Thyroid Hormone Receptor and Steroid Receptor Coregulator 2. 0.29% of 280,000 active. TRb/SRC2 Texas Red total fluorescence interference. AID 1479, 2009. Potency, µM (top dose mostly 106 µM), for the others: top-dose fluorescence change, negative = quenching; active means well fitted curve in either direction with a large enough effect; inconclusive means small, poorly fitted or top-dose-only effect; further: potency means the concentration at half of the fitted maximal effect; on the % scale 0 is the no-effect control and ±100 the full control effect
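Human TRβ ligand-binding domain (0.6 uM) and Texas Red SRC2 peptide (20 nM) in Tris buffer with 1 uM T3 and 5% DMSO were incubated with pinned compound for 5 hr at ambient temperature. Total fluorescence was computed as S + 2P (555/632 nm).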
Tau fluor cs: Counterscreen qHTS for Inhibitors of Tau Fibril Formation, Fluorescence Polarization. tau K18 P301L (four-repeat tau fragment) Alexa594 fluorescence, heparin fibrillization. Potency, µM (top dose mostly 57.7 µM), without a hit: at the top dose activity change, negative = decrease. 0.93% of 280,000 active; further: potency means the concentration at half of the fitted maximal effect; on the % scale 0 is the no-effect control and ±100 the full control effect; nearly all actives have a fitted effect of over 55% in size
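Human K18 P301L tau (15 uM unlabeled plus 0.24 uM Alexa 594-labeled, final) in 100 mM sodium acetate pH 7 was mixed with compound and 20 uM heparin and incubated 6 hr at 37 C.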
aGal spleen mod: qHTS Assay for Inhibitors and Activators of Human alpha-Galactosidase From Spleen Homogenate | human spleen homogenate, 4MU-alpha-Gal fluorescence, 40 min | Alpha-galactosidase A (Homo sapiens), P06280 | 0.008% of 240,000 active | AID 2107, 2009 | Potency, µM (highest dose often 80 µM), without a hit: at the highest dose activity change, negative = inhibition, most hits filed as inhibitors;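 further: potency means the concentration at half of the fitted maximal effect; 0% = enzyme with vehicle and -100% = no enzyme basal signal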
Target sequence (P06280 32-429 limits assumed): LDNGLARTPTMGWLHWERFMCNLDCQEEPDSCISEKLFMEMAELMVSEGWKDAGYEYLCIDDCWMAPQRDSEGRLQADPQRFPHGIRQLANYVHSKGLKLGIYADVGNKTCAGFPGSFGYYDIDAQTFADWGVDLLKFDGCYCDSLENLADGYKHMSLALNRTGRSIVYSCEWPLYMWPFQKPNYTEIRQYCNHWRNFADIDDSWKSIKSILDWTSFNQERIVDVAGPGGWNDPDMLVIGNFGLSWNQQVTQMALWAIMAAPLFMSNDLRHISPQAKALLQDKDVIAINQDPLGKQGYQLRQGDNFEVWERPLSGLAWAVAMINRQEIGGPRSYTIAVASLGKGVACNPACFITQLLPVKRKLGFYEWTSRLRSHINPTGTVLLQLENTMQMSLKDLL
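qHTS titration in buffer at pH 5.0. Alpha-galactosidase activity in spleen homogenate was measured via 4-methylumbelliferone release from 1 mM fluorogenic substrate after 40 min at 37C and a pH 10 stop. AC50 came from Hill fits of control-normalized data.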
Epigenetic reg: Quantitative High-Throughput Screen for Regulators of Epigenetic Control; murine LDR cells, GFP reporter derepression, 30 h; Potency, µM (doses to about 53.9 µM), inactives show top-dose GFP activation, usual class: activators; 0.2% of 280,000 active; AID 1865, 2009; further: potency means the concentration at half of the fitted maximal effect; % of control where 0% means no effect; nearly all actives have a fitted effect of over 60% in size
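Murine LDR cells carrying a silenced, genomically integrated CMV-driven GFP reporter were exposed to compound for 30 hours at 37 C. After PBS washes, GFP-positive cells (20–120 um objects) were counted by laser-scanning microplate cytometry.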
The depositor's hits bear a star; ? = inconclusive; / = not tested or not shown; [ ] = another dose, or the depositor's remark. Unless noted, the call rests on the fitted dose curve; in most records, active means well fitted curve in the direction sought with a large enough effect; inconclusive means small, poorly fitted or top-dose-only effect, or another doubt; inactive means no such curve, though single readings can be large; an effect the other way counts as inactive or inconclusive.

Every second line gives: Tau fluor cs, Epigenetic reg, TRb SRC2 PPI, CBFb RUNX1 block, aGal spleen mod, TexasRed fluor, NPSR antag, Tau FP inhib
Cc1oc(-c2cccs2)nc1CN1CCN(C(C)C)C(CCO)C1 (stereo not given)
    6.0%, -3.1%, 2.6%, 5.8%, 2.1%, -1.3%, -12.8%, 4.0%
Cc1nc2ccc(N)cc2c(=O)n1Cc1ccc(Cl)cc1
    -7.2%, -1.0%, -5.4%, -1.5%, 11.9%, -2.4%, -4.7%[46.1 µM], 12.3%
CCOC(=O)C1=C(CSCc2ccccc2)NC(=O)NC1c1cc(C)ccc1C (stereo not given)
    -22.5%, 2.8%, 4.7%, -6.6%, 2.5%, -1.6%, ?, 1.6%
COc1ccc(NC(=O)Cn2cc(C(=O)c3ccccc3)c(=O)c3cc(OC)ccc32)c(OC)c1
    -2.0%, -0.4%, 10.0%, /, /, -2.4%, /, -7.7%
CCOC(=O)C(C(=O)OCC)C(Nc1cccc(Br)c1)c1ccccc1 (stereo not given)
    4.6%, ?, -1.9%, -2.1%, 4.8%, -1.7%, -25.5%[46.1 µM], 9.4%
Cc1ccc2c(c1)C1CN(C)CCC1N2S(=O)(=O)c1ccc(Oc2ccc([N+](=O)[O-])cc2)cc1 (stereo not given)
    -25.3%, 2.5%, -2.7%, -23.6%, 4.9%, -1.1%, ?, -1.4%
Cc1cccc(N(C(=O)c2ccc(Cl)cc2)C2CS(=O)(=O)CC2OC(=O)c2ccc(Cl)cc2)c1 (stereo not given)
    -9.8%, -2.0%, 2.9%, 1.5%, -3.4%, -4.6%, -17.5%[46.1 µM], 1.3%
Cc1ccc(NC(=O)C(NC2CCCc3ccccc32)c2ccccc2)cc1Cl (stereo not given)
    -2.5%, 1.1%, -7.9%, ?, -4.3%, 0.6%, -50.1%, 7.9%
Cc1cccc(-n2c(C)cc(C(=S)N3CCOCC3)c2C)c1C
    -6.7%, -0.1%, -1.1%, -4.4%, -3.2%, 1.6%, 10.8%, -6.4%[2.34 µM]
c1ccc(Oc2ccc(-c3ccn[nH]3)cc2)cc1
    -25.1%, 1.9%, 6.9%, 2.1%, -11.2%, -2.0%, 4.7%, -2.0%
CCC1=C/C(=C\c2ccc3c(c2)OCO3)C(=O)S1
    -19.2%, 0.0%, 0.7%, -23.2%, -5.2%, -7.8%, -18.2%[46.1 µM], -9.2%
Cc1c(NC(=O)c2cccc(F)c2)c(=O)n(-c2ccccc2)n1C
    -0.4%, -6.9%, -7.1%, -6.8%, 5.7%, -1.0%, 10.9%[46.1 µM], 1.9%
CCCNC(=O)C1CCN(S(=O)(=O)c2c(C)noc2/C=C\c2ccc(OC)cc2)CC1
    -10.4%, -0.2%, -4.0%, 0.1%, 4.1%, -2.9%, -7.2%[46.1 µM], -3.6%
CCN(C(=O)COC(=O)c1c(C)c(-c2ccccc2)nc2ccccc12)C1CCS(=O)(=O)C1 (stereo not given)
    -3.9%, 2.1%, 6.4%, 12.1%, 4.3%, -2.0%, -35.0%, 2.2%
COC(=O)C/C=C/C(C)C(OCc1cccc(-c2ccccc2)c1)C1CCCCC1 (stereo not given)
    1.4%[11.6 µM], 0.8%[10.1 µM], 5.3%[11.2 µM], 4.4%[13.1 µM], -0.1%[17.5 µM], ?, /, 2.3%[11.6 µM]
CCCN1CCC(NC(=O)CCc2nnc(-c3ccccc3)o2)CC1
    3.5%, 1.5%, -9.1%, -0.3%, 6.9%, -5.9%, -16.8%, 6.5%
O=C(NNC(=O)C1CCN(Cc2ccccc2)CC1)c1cccc(Cl)c1
    -8.0%, -3.3%, -2.7%, 10.3%, -3.3%, -2.0%, 10.4%[46.1 µM], 3.8%
CCN1CCN(C(=S)Nc2ccsc2C(=O)OC)CC1
    1.1%, -2.1%, -5.3%, -0.7%, 1.1%, -2.1%, 7.4%, 7.2%
O=S(=O)(c1cc(Cl)ccc1Cl)N1CCNCC1
    -6.3%, -0.2%, -0.5%, -1.2%, 6.8%, -4.0%, -4.9%[46.1 µM], 3.4%
Cc1ccccc1OCCNC(=O)CNC(=O)c1ccccc1O
    -5.9%, -1.1%, -4.1%, 8.5%, -0.1%, -5.9%, -13.0%[46.1 µM], -3.5%
O=C(Nc1cc(F)ccc1F)C1CCN(C(=O)c2cnn(-c3ccccc3)c2-n2cccc2)CC1
    -9.1%, -4.0%, 8.0%, /, /, 0.8%, /, 2.1%
COc1ccccc1C(=O)Nc1ccc(Oc2nnc(-c3ccc(C)cc3)c3ccccc23)cc1
    -13.1%, 0.0%, 4.3%, 3.6%, 3.0%, 7.4%, -41.8%, 6.3%
CC(C)CCC(O)(CCC(C)C)C(=O)NN1CCCCC1
    -14.1%, -3.2%, -4.9%, 1.9%, -7.5%, -4.8%, 15.5%, 6.2%
O=C(OCCNc1nc(-c2ccccc2)nc2ccccc12)c1ccncc1
    -26.8%, -4.8%, 2.4%, -0.5%, -6.6%, -2.6%, -22.5%, ?
CCN1CCN(c2oc(/C=C/c3ccc(OC)c(OC)c3)nc2C#N)CC1
    -18.2%, -2.6%, 2.1%, /, /, -4.3%, /, 7.3%
CC(=O)Nc1sc(-c2ccc(Cl)cc2)nc1-c1ccccc1
    -11.9%, 2.1%, -2.3%, 0.9%, -7.3%, 0.4%, -7.4%, -2.4%
CCC1(C)Cc2c(sc3nc(SC)n(-c4ccc(C)cc4)c(=O)c23)CO1 (stereo not given)
    -3.5%, -2.5%, -5.0%, /, /, 0.7%, /, -15.5%
O=C(NCCCN1CCOCC1)C(=O)N/N=C/c1ccccc1Cl
    0.5%, -1.0%, -8.2%, 28.5%, 1.3%, -6.9%, 5.9%, 7.8%
CCNc1ccc(S(=O)(=O)N(C)C)cc1NCC(=O)Nc1ccccc1Cl
    -21.0%, 1.7%, -2.4%, 18.5%, -2.4%, 2.0%, -28.4%, 13.4%
C=CCn1c(/N=C/c2ccc3c(c2)OCO3)nc2ccccc21
    3.6%, 0.0%, -5.8%, -2.3%, -2.0%, -6.3%, 10.5%[46.1 µM], 9.3%
O=C(NCCCn1ccnc1)c1cn(-c2ccccc2)nc1-c1ccc(F)cc1
    -9.2%, 0.0%, -3.6%, -1.6%, -8.9%, 4.8%, -12.6%[46.1 µM], -8.2%
C/C(=N\OCc1cccc(C(=O)O)c1)c1ccc(Cl)cc1
    -12.8%, -8.0%, -11.1%, -1.6%, 5.9%, 2.5%, 9.4%, 11.1%
COc1ccc(N2C3=C(CC4=C2CCCC4=O)C(=O)CCC3)cc1
    -29.6%, 8.3%, -23.2%, ?, 2.3%, -8.2%, -29.4%, ?
COc1cccc(NC(=S)N2CCc3cc(OC)c(OC)cc3C2COc2ccc3c(C)cc(=O)oc3c2)c1 (stereo not given)
    9.9%, 0.4%, -4.0%, -4.0%, -6.6%, -2.4%, 9.7%, 4.7%
COc1ccc(-c2cn3cccnc3n2)cc1NC(=O)c1cccs1
    -10.8%, 0.0%, 0.1%, 1.1%, 5.2%, 3.2%, -8.5%[46.1 µM], -7.6%
CCc1ccc2c(c1)[C@]1(C(=O)N2)[C@@H]2C(=O)N(Cc3ccccc3)C(=O)[C@@H]2[C@@H]2CCCN21
    -9.0%, -4.1%, -24.3%, -16.1%, 8.1%, 0.5%, -20.2%[46.1 µM], 12.2%
O=C(Cn1cc2c(n1)CCCC2)N1CCCc2ccccc21
    5.4%, -0.8%, -13.8%, 13.2%, 4.3%, 3.4%, -18.1%[46.1 µM], -12.6%
C=CCn1c(N)c(C(=O)NCC2CCCO2)c2nc3ccccc3nc21 (stereo not given)
    -6.6%, 5.3%, -0.5%, ?, ?, -2.3%, 12.9%[46.1 µM], 0.5%
Cc1ccc(S(=O)(=O)N2CCN(CC(O)c3ccccc3)CC2)cc1 (stereo not given)
    5.2%, -1.6%, 0.6%, 0.8%, 2.0%, 1.2%, 1.9%, 1.3%
CCc1ccccc1NC(=O)c1ccccc1Sc1ccc([N+](=O)[O-])cc1Cl
    ?, 0.0%, -1.3%, -28.3%, 5.4%, -1.4%, -55.9%, 10.7%
Cn1c(SCC(=O)Nc2ccc(Br)cc2)nc(O)cc1=O
    -5.1%, -1.0%, -7.5%, 7.1%, 14.0%, -1.2%, 7.3%, -7.9%
CCc1ccc(CCC(=O)Nc2nc(CC(C)=O)ns2)o1
    -14.7%, 0.9%, -8.6%, 5.1%, 3.5%, -3.1%, 5.4%[7.67 µM], -14.2%
COc1ccccc1C(=O)N1CCCN(C(=O)c2ccccc2OC)CC1
    0.2%, -1.2%, -11.4%, 10.1%, 5.3%, 0.1%, 0.5%[46.1 µM], -0.3%
Fc1ccc(NC(=S)NN2CCOCC2)cc1Cl
    -1.8%, -0.9%, 4.7%, -3.4%, -0.3%, -5.1%, 7.5%, -1.9%

3 records drawn at random from the list so far, as already listed:
Every second line gives: Tau fluor cs, Epigenetic reg, TRb SRC2 PPI, CBFb RUNX1 block, aGal spleen mod, TexasRed fluor, NPSR antag, Tau FP inhib
C=CCn1c(N)c(C(=O)NCC2CCCO2)c2nc3ccccc3nc21 (stereo not given)
    -6.6%, 5.3%, -0.5%, ?, ?, -2.3%, 12.9%[46.1 µM], 0.5%
CCc1ccc(CCC(=O)Nc2nc(CC(C)=O)ns2)o1
    -14.7%, 0.9%, -8.6%, 5.1%, 3.5%, -3.1%, 5.4%[7.67 µM], -14.2%
Fc1ccc(NC(=S)NN2CCOCC2)cc1Cl
    -1.8%, -0.9%, 4.7%, -3.4%, -0.3%, -5.1%, 7.5%, -1.9%

The list is partial. The share of hits here may be higher or lower than overall.
